ELG1 repair inh: qHTS screen for small molecules that inhibit ELG1-dependent DNA repair in human embryonic kidney (HEK293T) cells expressing luciferase-tagged ELG1; Potency, µM (highest dose often 46.1 µM), inactives show at the top dose activity change, negative = inhibition, usual class: inhibitors; 330,000 tested, 2.3% active; AID 504467, 2011; HEK293T ELG1-luciferase reporter, luminescence, 16 h; DNA damage induced by 5-fluorouridine; also: potency is read from the fitted curve at half-maximal effect; % is scaled to controls: 0 for no effect and ±100 for the full control effect; nearly all actives have a fitted effect of over 55% in size
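Cells (2,000 per well) received 5-fluorouridine plus test compound or DMSO and were incubated 16 hr at 37 °C, 5% CO2. Luciferase activity was read by luminescence 30 min after ONE-Glo addition; signal suppression marked inhibition of damage-induced ELG1 function.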
Rab9 prom act: qHTS Assay for Rab9 Promoter Activators; Huh7 Rab9 promoter-luciferase reporter, luminescence, 24 h; Potency, µM (highest dose often 9.22 µM), for inactives: at the highest dose activation, negative = inhibition, most hits filed as activators; 320,000 tested, 2.8% active; AID 485297, 2010; also: potency is read from the fitted curve at half-maximal effect; % of control where 0% means no effect; nearly all actives have a fitted effect of over 60% in size
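Measured in stably transfected Huh7 cells bearing a Rab9 promoter–luciferase construct: 24 h compound treatment at 37 °C, followed by luminescence detection.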
ELG1 genotoxic: qHTS screen for small molecules that induce genotoxicity in human embryonic kidney (HEK293T) cells expressing luciferase-tagged ELG1; HEK293T ELG1-luciferase reporter, luminescence, 16 h; Potency, µM (top dose mostly 46 µM), for the others: at the highest dose activity change, positive = activation, most hits filed as activators; 330,000 tested, 1.3% active; also: potency is read from the fitted curve at half-maximal effect; % of control where 0% means no effect; nearly all actives have a fitted effect of over 60% in size
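Screening used a luciferase reporter fused to human ELG1 in HEK293T cells. Luminescence was read on a CCD plate imager after 16 hr exposure and 30 min ONE-Glo incubation.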
BRCA1 expr up: qHTS Assay to Identify Small Molecule Activators of BRCA1 Expression; 380,000 tested, 1.1% active; AID 624202, 2012; Potency, µM (top dose mostly 46.1 µM), inactives show top-dose activation, most hits filed as activators; MCF7-BRCA1-FFLuc reporter, luminescence, 48 h; response scale: scaled: vehicle 0%, 10 µM genistein 100%; also: potency is read from the fitted curve at half-maximal effect; nearly all actives have a fitted effect of over 80% in size; some results filed as inactive show a strong effect at the top dose
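First, MCF7-BRCA1-FFLuc cells (2000/well) attach for 2 h; next, compounds are pin-added and incubated 48 h at 37 °C; finally, luciferase reagent is added and luminescence read after 15 min.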
VP16 counter: VP16 counterscreen qHTS for inhibitors of ROR gamma transcriptional activity | Drosophila S2 Gal4-VP16 UAS-luciferase, luminescence, 20 h | AID 2546, 2010 | 310,000 tested, 3.5% active | Potency, µM (highest dose often 53.6 µM), for inactives: top-dose activity, negative = inhibition, actives largely listed as inhibitors;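 also: Gal4-VP16 expression switched on by copper sulfate through the metallothionein promoter; potency is read from the fitted curve at half-maximal effect; % is scaled to controls: 0 for no effect and ±100 for the full control effect; nearly all actives have a fitted effect of over 50% in size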
RORg inh: qHTS for inhibitors of ROR gamma transcriptional activity; Drosophila S2 Gal4-RORgamma UAS-luciferase reporter, 20 h; Nuclear receptor ROR-gamma (Mus musculus), P51450; 310,000 tested, 5.4% active; Potency, µM (series often up to 53.6 µM), without a hit: top-dose activity change, negative = inhibition, usual class: inhibitors; also: potency is read from the fitted curve at half-maximal effect; % is scaled to controls: 0 for no effect and ±100 for the full control effect; nearly all actives have a fitted effect of over 60% in size
Target sequence (P51450 whole entry, looked up, the tested form may be a part): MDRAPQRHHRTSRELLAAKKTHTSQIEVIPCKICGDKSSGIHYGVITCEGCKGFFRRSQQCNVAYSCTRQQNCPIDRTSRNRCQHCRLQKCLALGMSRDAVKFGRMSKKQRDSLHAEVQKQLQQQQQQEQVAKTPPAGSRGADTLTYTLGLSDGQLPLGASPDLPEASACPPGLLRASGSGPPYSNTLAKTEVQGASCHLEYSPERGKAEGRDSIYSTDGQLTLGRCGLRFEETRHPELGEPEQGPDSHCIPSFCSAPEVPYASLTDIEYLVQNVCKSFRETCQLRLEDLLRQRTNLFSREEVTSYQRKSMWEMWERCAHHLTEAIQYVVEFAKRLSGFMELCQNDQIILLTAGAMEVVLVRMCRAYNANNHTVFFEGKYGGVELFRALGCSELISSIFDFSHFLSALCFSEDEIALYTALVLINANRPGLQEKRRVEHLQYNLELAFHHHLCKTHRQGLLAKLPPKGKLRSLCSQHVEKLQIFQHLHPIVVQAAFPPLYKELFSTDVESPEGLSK
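Using a luciferase readout, inhibitors were identified by reduced reporter activity in Drosophila cells coexpressing a copper-inducible Gal4–ROR gamma fusion and UAS-driven Photinus luciferase, incubated 20 hr after 700 uM copper sulfate.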
TRPV1 ag: HTS Assay for Compounds that Act as Agonists of the Vanilloid Receptor 1; TRPV1-expressing cells, Fluo-8 calcium influx, agonist mode; activation, % at 8.33 µM; 320,000 tested, 0.19% active; in the data active = activation above about 80%; inconclusive = between about 30% and that limit; also: 0% is about no effect
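Cells expressing TRPV1 were dye-loaded with Fluo-8 and read kinetically: 10 s baseline, 3 min after compound (agonist portion), then 2 min after EC20 capsaicin (allosteric enhancer portion). Calcium-bound dye fluorescence at 480/520 nm.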
NPC1 promoter act: qHTS Assay for NPC1 Promoter Activators; Huh7 NPC1 promoter luciferase reporter, 24 h; Potency, µM (titrated, usually from 9.22 µM), without a hit: at the top dose activation, hits mostly activators; 320,000 tested, 2.4% active; AID 485313, 2010;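 also: potency is read from the fitted curve at half-maximal effect; % of control where 0% means no effect; nearly all actives have a fitted effect of over 60% in size; reporter is driven by a mutant NPC1 promoter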
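In 1536-well qHTS, Huh7 cells harboring an NPC1 promoter–luciferase construct received compound for 24 h; activation was quantified by luminescence following luciferase reagent addition.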
p53 reactivation: qHTS assay for re-activators of p53 using a Luc reporter. 320,000 tested, 0.063% active. H1299 p53-A138V BP100-luciferase reporter, luminescence, 24 h. Potency, µM (titrated, usually from 92.2 µM), for inactives: top-dose activity change, positive = activation, actives largely listed as activators. AID 504706, 2011; also: potency is read from the fitted curve at half-maximal effect; % of control where 0% means no effect; nearly all actives have a fitted effect of over 45% in size
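H1299 (p53-null), stable ts p53-A138V + BP100-Luc; 1000 cells/well, Opti-MEM/10% FBS; cpd 4 pt, 1:5; 24 h, 37 deg C, 5% CO2; detection reagent 10 min RT; luminescence.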
Tb PFK block: qHTS Assay to Find Inhibitors of T. brucei phosphofructokinase; ATP-dependent 6-phosphofructokinase (Trypanosoma brucei brucei), O15648; T. brucei PFK, ADP-Glo luminescence; Potency, µM (titrated, usually from 57.5 µM), inactives show at the top dose activity, negative = inhibition, actives largely listed as inhibitors; 330,000 tested, 0.17% active; AID 485367, 2010;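 also: potency is read from the fitted curve at half-maximal effect; 0% = uninhibited 1x PFK enzyme wells and -100% = no-enzyme wells; nearly all actives have a fitted effect of over 60% in size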
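PFK 1.25 nM, F6P 0.5 mM, ATP 0.1 mM, 0.1 M TEA pH 8.0, 5 mM MgCl2, 0.01% Tween20, 0.1% BSA; 45 min RT. ADP-Glo readout. qHTS titration up to 57 uM; curves fitted, compounds curve-classed.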
FLuc modulator: qHTS profiling assay for firefly luciferase inhibitor/activator using purifed enzyme and Km concentrations of substrates (counterscreen for miR-21 project); Potency, µM (doses to about 57.5 µM), for the others: at the top dose activity change, negative = inhibition, actives largely listed as inhibitors; Luciferin 4-monooxygenase (Photinus pyralis), P08659; 360,000 tested, 6.9% active; purified FLuc, Km substrates, luminescence inhibition;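 also: potency is read from the fitted curve at half-maximal effect; plate controls were vehicle for no effect and reference inhibitor for full effect; nearly all actives have a fitted effect of over 55% in size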
Target sequence (P08659 whole entry, looked up): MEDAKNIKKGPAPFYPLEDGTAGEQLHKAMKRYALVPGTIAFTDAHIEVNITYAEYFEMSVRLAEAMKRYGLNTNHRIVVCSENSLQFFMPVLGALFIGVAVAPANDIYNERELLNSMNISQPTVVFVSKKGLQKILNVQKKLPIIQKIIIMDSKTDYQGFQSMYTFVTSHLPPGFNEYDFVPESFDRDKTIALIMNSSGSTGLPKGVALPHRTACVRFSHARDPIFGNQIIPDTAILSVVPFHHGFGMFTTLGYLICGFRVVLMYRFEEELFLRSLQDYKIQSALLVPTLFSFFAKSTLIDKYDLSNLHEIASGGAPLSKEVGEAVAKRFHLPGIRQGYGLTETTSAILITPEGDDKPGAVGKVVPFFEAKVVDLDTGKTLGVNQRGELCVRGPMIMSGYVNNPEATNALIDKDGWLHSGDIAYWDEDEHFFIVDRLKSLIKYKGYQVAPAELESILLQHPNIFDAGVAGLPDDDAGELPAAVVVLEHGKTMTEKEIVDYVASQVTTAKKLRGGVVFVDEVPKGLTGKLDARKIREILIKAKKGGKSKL
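Purified P. pyralis luciferase (10nM final) with 10uM D-luciferin and 10uM ATP (Km levels) in 50mM Tris acetate pH 7.5, 10mM Mg acetate, 0.01% Tween-20, 0.05% BSA; qHTS 6-point titration, ~60 µM downward; luminescence read.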
Active calls of the source: *; ? = inconclusive; · = no result given; & = joins results of further samples; [ ] = dose if it differs, or a comment. Unless noted, calls follow the shape of the dose curve; as a rule, active = well fitted curve in the direction sought with a large enough effect; inconclusive = small, poorly fitted or top-dose-only effect, or another doubt; inactive = no such curve, though single readings can be large; an effect the other way counts as inactive or inconclusive.

# | compound | p53 reactivation | RORg inh | NPC1 promoter act | ELG1 genotoxic | ELG1 repair inh | Tb PFK block
1 | CCCCN1C(=O)c2ccc(C(=O)OCC(=O)NCCc3ccc(S(N)(=O)=O)cc3)cc2C1=O | 1% | · | · | 1% | 1% | -4%
2 | O=C(NCCc1ccccc1)c1n[nH]c2ccccc12 | ? | -4% | 2.5µM* | ? | ? | -5%
3 | CC(C)NC(=O)c1ccc2c(=O)n(C3CCCC3)c(=S)[nH]c2c1 | -2% | 0.1µM* | -3% | -1% | -12% | 2%
4 | O=[N+]([O-])c1cccc(/C=N/Nc2ccccn2)c1 | 1% | ? | ? | ? | ? | 6%
5 | O=C(Nc1ccc2c(c1)OCO2)C1(S(=O)(=O)c2ccc(Cl)cc2)CC1 | 21% | 9% | -1% | 1% | 16% | 0%
6 | CCOc1ccccc1N1CCN(C(=O)c2cc(C)oc2C)CC1 | -10% | 0% | 0% | -12% | -20% | 9%
7 | Cc1ccc(-c2csc3ncnc(Sc4nnc(CN5CCCCCC5=O)o4)c23)cc1 | -49%[inhibitor] | 10µM* | -14% | -16% | ? | -7%
8 | COc1ccccc1N1CCN(C(=O)CCSCc2ccccc2F)CC1 | 11% | 6% | 19% | -18% | 19% | -5%
9 | NC(=O)CC(NC(=O)Cc1cccc2ccccc12)c1ccc(NC2CCCCCC2)c([N+](=O)[O-])c1 (centres undefined) | -2% | -2% | -3% | 3% | 9% | 1%
10 | O=c1oc2ccccc2cc1-c1nc(-c2cccs2)cs1 | 9% | -11% | 10% | ? | ? | -1%
11 | COc1ccc(CCC(=O)Nc2ccc(C)c([N+](=O)[O-])c2)cc1 | -4% | 0% | -6% | 0% | -3% | -3%
12 | CC(CNC(=S)Nc1cc(F)cc(F)c1)CSc1ccc(Cl)cc1 (centres undefined) | -4% | 8.9µM* | -1% | -6% | 11% | -3%
13 | COc1ccccc1NC(=S)N1CCN(c2ncccn2)CC1 | -5% | -17% | -2% | 0% | 16% | -1%
14 | CCOc1ccccc1CNC(=O)c1ccccc1NC(=O)C1=CSCCO1 | 0% | ? | -2% | -6% | ? | -6%
15 | C=C(C)CN(CC)c1nc(N)c(C#N)c(CC#N)c1C#N | -6% | -19% | 7% | 3% | -26% | -4%

# | Rab9 prom act | BRCA1 expr up | VP16 counter | FLuc modulator | TRPV1 ag
1 | · | 9% | · | · | ·
2 | 3.5µM* | 3.2µM* | -11% | 11µM* | ?
3 | -5% | -4% | ? | 1% | -11
4 | 4µM* | 28% | ? | 3µM* | 2
5 | 5% | 23% | -9% | -14% | 1
6 | 2% | -34% | 9% | 5%[2.3 µM] | 10
7 | 1% | -104%[inhibitor] | ? | -1% | 7
8 | 2% | 1% | ? | -6%&-2% | 24
9 | 1% | -5% | 0% | 0% | 0
10 | 16% | -48% | 7% | ? | 3
11 | 0% | 5% | -15% | 2% | ?
12 | -9% | -83% | ? | -4% | ?
13 | 2% | 7% | -6% | -2% | -1
14 | 5% | -31% | 1% | 4% | 14
15 | -3% | -1% | ? | -1% | -6

6 compounds from above, arranged by molecular weight, falling:
# | compound | p53 reactivation | RORg inh | NPC1 promoter act | ELG1 genotoxic | ELG1 repair inh | Tb PFK block
9 | NC(=O)CC(NC(=O)Cc1cccc2ccccc12)c1ccc(NC2CCCCCC2)c([N+](=O)[O-])c1 (centres undefined) | -2% | -2% | -3% | 3% | 9% | 1%
7 | Cc1ccc(-c2csc3ncnc(Sc4nnc(CN5CCCCCC5=O)o4)c23)cc1 | -49%[inhibitor] | 10µM* | -14% | -16% | ? | -7%
8 | COc1ccccc1N1CCN(C(=O)CCSCc2ccccc2F)CC1 | 11% | 6% | 19% | -18% | 19% | -5%
6 | CCOc1ccccc1N1CCN(C(=O)c2cc(C)oc2C)CC1 | -10% | 0% | 0% | -12% | -20% | 9%
10 | O=c1oc2ccccc2cc1-c1nc(-c2cccs2)cs1 | 9% | -11% | 10% | ? | ? | -1%
4 | O=[N+]([O-])c1cccc(/C=N/Nc2ccccn2)c1 | 1% | ? | ? | ? | ? | 6%

# | Rab9 prom act | BRCA1 expr up | VP16 counter | FLuc modulator | TRPV1 ag
9 | 1% | -5% | 0% | 0% | 0
7 | 1% | -104%[inhibitor] | ? | -1% | 7
8 | 2% | 1% | ? | -6%&-2% | 24
6 | 2% | -34% | 9% | 5%[2.3 µM] | 10
10 | 16% | -48% | 7% | ? | 3
4 | 4µM* | 28% | ? | 3µM* | 2

Further records follow.
# | compound | p53 reactivation | RORg inh | NPC1 promoter act | ELG1 genotoxic | ELG1 repair inh | Tb PFK block
16 | O=C(NCc1ccc2c(c1)OCO2)c1ccc2c(c1)OCO2 | 0% | 24% | 9% | 1% | 5% | 6%
17 | CCc1nc2cccnc2n1-c1ccc(CC(=O)O)cc1 | -3% | 5% | 2% | -1% | 1% | 8%
18 | Oc1cc(NCCc2cccnc2)cc2cccnc12 | -12% | · | -32%[inhibitor] | -8% | 23µM* | -5%&-6%
19 | O=C(N/N=C/c1ccccc1O)c1cccc(C(F)(F)F)c1 | ? | 1µM* | -25% | ? | ? | -16%
20 | Cc1nc(SCC(=O)NCc2ccco2)[nH]c(=O)c1C | -8% | 7% | -3% | 5% | 5% | -2%
21 | CCC1=Nc2cc(C(=O)NCCN3CCOCC3)ccc2Sc2ccc(C)cc21 | -8% | -8% | -6% | 1%[9.26 µM] | 1% | -2%
22 | Cc1cc(N2C(=O)Cc3ccccc3C2=O)ccc1C(C)C | 8% | 1% | 16% | 8% | ? | 6%
23 | COc1cccc(/C=C/C(=O)NNC(=O)c2ccco2)c1OC | 18% | · | ? | ? | ? | 6%
24 | O=C(CCc1ccc(S(=O)(=O)N2CCOCC2)cc1)NCCc1ccccn1 | -3% | -2% | 1% | 2% | 12% | 3%
25 | O=C(N1CCN(c2ccc(F)cc2)CC1)C1(c2cccs2)CCOCC1 | -3% | -8% | -4% | -1% | 8% | 4%
26 | CCCC(=O)Nc1nc(-c2ccc3c(c2)CCN3S(C)(=O)=O)cs1 | 8% | 25% | -6% | -10% | ? | 1%
27 | O=C(N/N=C/c1cccc2ccccc12)c1ccccc1Cl | 4% | -33% | -2% | 6% | 28% | -1%
28 | NS(=O)(=O)c1ccc(N=Nc2c(O)c(C(=O)O)cc3ccccc23)cc1 | -8% | -5% | -5% | -3% | 4% | 17%
29 | Cc1c(C(=O)OC2CCCCC2)[nH]c2c1C(=O)CC(C)(C)C2 | · | ? | · | · | · | ·
30 | CCOc1ccc(Cc2c(Cl)nc(SC)nc2N(C)C)cc1 | 8% | 18% | -23% | 8% | -23% | 0%
31 | N#Cc1cn(CC(=O)NCc2cccnc2)c2ccccc12 | 2% | 7% | 2% | 1% | 13% | -13%

# | Rab9 prom act | BRCA1 expr up | VP16 counter | FLuc modulator | TRPV1 ag
16 | 4% | 28% | -3% | -18% | ?
17 | -3% | -4% | -8% | 3% | -4
18 | -36%[inhibitor] | -89%[inhibitor] | · | -2% | ·
19 | -26% | -93% | 2µM* | ? | ?
20 | 1% | -61% | 1% | -1% | 0
21 | -2% | -5% | 2% | 0% | 7
22 | 13% | 29% | 22% | ? | 0
23 | 4µM* | 40% | · | 11µM* | 0
24 | 8% | 0% | 7% | 0% | -3
25 | 0% | -25% | -7% | 0% | 8
26 | 3% | 0% | -11% | ? | -3
27 | 3% | ? | 3% | 7.6µM* | 9
28 | -1% | -24% | 2% | ? | 2
29 | · | 22% | 12% | 0% | ?
30 | -18% | -59% | ? | -2% | 8
31 | 2% | -3% | 4% | 1% | 2
